# Assay outcomes deposited in PubChem by National Center for Advancing Translational Sciences (NCATS).
# HCV inhibitor: qHTS Assay for Inhibitors of Hepatitis C Virus (HCV); Huh7.5.1 HCVcc-Cre infection, luciferase reporter, 44 h; Potency, µM (highest dose often 41.8 µM), for inactives: top-dose activity change, negative = inhibition, actives largely listed as inhibitors; 340,000 compounds, 3.4% hits; further: potency means the concentration at half of the fitted maximal effect
#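 Compounds are dispensed onto cells plated 4 h earlier at 1,000 per well, with HCVcc-Cre virus (about 0.5 moi) added next. Following 44 h of culture, luminescent signal is measured for 15 sec after 15 min with substrate at room temperature.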
# Sm TGR block: qHTS Assay for the Inhibitors of Schistosoma Mansoni Peroxiredoxins; purified TGR, DTNB reduction, TNB absorbance 405 nm; 360,000 compounds, 3% hits; Potency, µM (series often up to 114 µM), without a hit: at the highest dose activity change, negative = inhibition, actives largely listed as inhibitors; Schistosoma mansoni thioredoxin glutathione reductase (TGR), Q962Y6; further: potency means the concentration at half of the fitted maximal effect; nearly all actives have a fitted effect of over 60% in size
#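 First, TGR (20 nM dispensed) and NADPH were mixed with compound. Second, a 15 min room-temperature incubation followed. Third, further NADPH and then DTNB were added to start the reaction. Finally, TNB absorbance was monitored kinetically.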
# HCMV antiviral: qHTS Assay for inhibitors of the human cytomegalovirus (HCMV); AID 1259415, 2018; HFF cells, HCMV-luciferase reporter, 72 h; active compounds read low; 410,000 compounds, 4.5% hits; activity change, negative = inhibition, % at 57.5 µM; in the data active means activity change below about -60%; inconclusive means no clear call, values can overlap the other calls; inactive means above about -39%
#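 Human foreskin fibroblasts infected with luciferase-reporter HCMV at MOI 1 PFU/cell, compounds at two doses. Luciferase measured 72 h post infection; normalized to buffer-only basal and Salinomycin (10uM) controls.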
# AmpC detergent: qHTS Inhibitors of AmpC Beta-Lactamase (assay with detergent). AID 485294, 2010. Potency, µM (top dose mostly 114 µM), for the others: at the highest dose activity change, negative = inhibition, hits mostly inhibitors. AmpC hydrolysis of nitrocefin, absorbance 480 nm, 0.01% Triton. P00811. 370,000 compounds, 0.041% hits;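 further: potency means the concentration at half of the fitted maximal effect; 0% = no-compound wells and -100% = no-enzyme wells; nearly all actives have a fitted effect of over 25% in size; some results filed as inactive show a strong effect at the top dose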
# Target sequence (P00811 whole entry, looked up): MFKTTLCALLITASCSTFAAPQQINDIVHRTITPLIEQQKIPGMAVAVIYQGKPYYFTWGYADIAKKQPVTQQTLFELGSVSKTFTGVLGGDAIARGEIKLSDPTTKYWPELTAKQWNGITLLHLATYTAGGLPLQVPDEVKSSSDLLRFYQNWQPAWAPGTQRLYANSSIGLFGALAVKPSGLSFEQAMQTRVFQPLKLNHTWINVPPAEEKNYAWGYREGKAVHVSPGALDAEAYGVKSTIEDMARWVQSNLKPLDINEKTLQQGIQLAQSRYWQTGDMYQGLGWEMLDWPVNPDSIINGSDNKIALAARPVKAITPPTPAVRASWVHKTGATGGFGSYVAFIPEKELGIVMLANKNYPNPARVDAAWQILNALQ
#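 AmpC (5.3 nM in the dispensed reagent) in 20 mM phosphate pH 7.0 with 0.01% (detergent screen) or 0.0001% Triton X-100 was preincubated with compounds for 15 min at room temperature. Nitrocefin was then added from an 800 uM solution, and hydrolysis was followed at 480 nm.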
# AmpC no deterg: qHTS Inhibitors of AmpC Beta-Lactamase (assay without detergent); AmpC nitrocefin hydrolysis, absorbance 480 nm, 0.0001% Triton; AID 485341, 2010; P00811; 330,000 compounds, 0.52% hits; Potency, µM (doses to about 57.1 µM), without a hit: at the top dose activity change, negative = inhibition, most hits filed as inhibitors;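 further: potency means the concentration at half of the fitted maximal effect; plate controls were no compound for no effect and no enzyme for full effect; nearly all actives have a fitted effect of over 20% in size; some results filed as inactive show a strong effect at the top dose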
#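 20 mM phosphate pH 7.0 + 0.01% (detergent screen) or 0.0001% Triton X-100; 5.3 nM AmpC reagent; cpd preinc 15 min RT; nitrocefin (800 uM stock) to start; A480 q20 s × 4 min; Activity was normalised to no-enzyme and no-compound control wells.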
# Giardia FBPA inh: qHTS Assay for Inhibitors of Fructose-1,6-bisphosphate Aldolase from Giardia Lamblia; Potency, µM (highest dose often 59.6 µM), inactives show at the top dose activity, negative = inhibition, usual class: inhibitors; A8B2U2; 290,000 compounds, 0.71% hits; purified Giardia FBPA; further: potency means the concentration at half of the fitted maximal effect; nearly all actives have a fitted effect of over 55% in size
# Target sequence (A8B2U2 whole entry, looked up): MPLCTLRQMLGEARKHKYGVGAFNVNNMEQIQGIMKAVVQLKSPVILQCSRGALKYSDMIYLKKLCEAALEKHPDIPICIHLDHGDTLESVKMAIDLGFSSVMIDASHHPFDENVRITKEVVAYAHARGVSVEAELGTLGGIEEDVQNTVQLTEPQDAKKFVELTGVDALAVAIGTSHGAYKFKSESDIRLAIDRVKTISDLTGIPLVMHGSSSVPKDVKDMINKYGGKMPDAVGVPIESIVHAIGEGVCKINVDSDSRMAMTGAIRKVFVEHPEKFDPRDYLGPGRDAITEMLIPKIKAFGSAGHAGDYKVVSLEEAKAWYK
#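 Giardia FBPA (40 nM reagent) was preincubated 10 min at RT with compound (up to 57.5 uM final), then substrate plus GAPDH/TPI/NAD/arsenate coupling system with diaphorase/resazurin was added; resorufin fluorescence (525/598 nm) was read after 20 min.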
# Active calls of the source: *; ? = inconclusive; . = no result given; & = joins results of further samples; ! = a repeat was not active; [ ] = remark or other dose. Unless noted, the call rests on the fitted dose curve; in most records, active means well fitted curve in the direction sought with a large enough effect; inconclusive means small, poorly fitted or top-dose-only effect, or another doubt; inactive means no such curve, though single readings can be large; an effect the other way counts as inactive or inconclusive. Unless noted, on the % scale 0 is the no-effect control and ±100 the full control effect.
item | SMILES | HCV inhibitor | Sm TGR block | HCMV antiviral | AmpC detergent | AmpC no deterg | Giardia FBPA inh
1 | Cc1ccc(S(=O)(=O)N(C(=O)c2ccco2)c2cc3sc(=O)oc3c3ccccc23)cc1 | -2% | -4% | ? | -6% | -35% | ?
2 | Cc1ccc(/C=C/C(=O)NCCc2ccccc2)o1 | 5% | 3.2µM* | 35 | 6% | 0% | -8%
3 | COc1cccc(NC(=O)CN(C)C(=O)c2ccc(COc3ccccc3)o2)c1 | 0% | -4% | 75 | 5% | 4% | .
4 | CNC(=S)N1CCC(NC(=O)C(Cc2ccccc2)NC(C)=O)CC1 (centres undefined) | 12% | 7% | ? | 0% | -20% | 0%
5 | O=C(O)c1ccccc1/C=N/NC(=S)NCc1ccccc1 | 13% | -4% | -14 | 8% | -11% | -1%
6 | O=C(Nc1ccc(Cl)c(S(=O)(=O)N2CCCC2)c1)c1cc(=O)[nH]c2ccccc12 | ? | . | 0 | . | -22% | .
7 | O=C(Nc1cccc(Cl)c1)c1ccccc1 | 7% | -1% | 81 | -9% | -12% | .
8 | COC(=O)C(CCSC)NS(=O)(=O)c1ccc(Cl)cc1 (centres undefined) | 12% | 3% | -22 | 4% | -16% | 7%
9 | O=C(NCc1ccc(Cl)cc1)C1CCC(CNc2c(N3CCCCC3)c(=O)c2=O)CC1 (centres undefined) | 3% | -3% | 24 | ? | -9% | 4%
10 | O=C(NCC(=O)N1CCCC1)c1ccc(Br)cc1 | 18% | 1% | 3 | -9% | -1% | 3%
11 | COc1ccc(Cl)cc1NC(=O)CN(C)C(=O)c1cc2c(s1)CCCC2 | ? | 1% | -21 | -8% | 10% | .
12 | O=C(Nc1cc(-c2ccccc2)[nH]n1)c1ccc(Cl)cc1 | ? | 1%&3% | 34 | 0%&3% | 7.1µM*! | -1%&0%
13 | Cc1nn2c(=O)cc(COC(=O)c3ccccc3NC(=O)c3ccccc3C)nc2s1 | . | -8% | 214 | -6% | . | .
14 | COC(=O)c1c(N)n(-c2cc(Cl)cc(Cl)c2)c2nc3ccccc3nc12 | . | -11% | -7 | 2% | . | .
15 | O=C(CNS(=O)(=O)c1ccc(F)cc1)N1CCN(c2ccc(F)cc2)CC1 | -5% | 0% | -21 | -10% | -15% | 0%
16 | COc1ccccc1NC(=O)Nc1cnccn1 | -13% | 9% | -15 | -13% | -18% | 2%
17 | Cc1c(NC(=O)c2ccccc2N(C)S(=O)(=O)c2ccccc2)c(=O)n(-c2ccccc2)n1C | 16% | -2% | -3 | -6% | -3% | 2%
18 | O=C(NNC(=O)C1CCCN(S(=O)(=O)c2ccc3ccccc3c2)C1)C1CC1 (centres undefined) | -15% | 0% | -10 | 4% | 7% | 0%
19 | COc1ccc(NC(=O)CC2C(=O)N(c3ccc(OC)cc3)C(=O)N2C2CCCCC2)cc1 (centres undefined) | . | 56µM* | 36 | 9% | . | .
20 | CCN(Cc1ccccc1)S(=O)(=O)c1ccccc1Br | -28% | . | -22 | . | -14% | .
21 | COc1cccc(OC)c1C(=O)OCC(=O)/C(C#N)=C(\C)N | 14% | -1% | -27 | 6% | -25% | 2%
22 | CCc1ccc(NC(=O)C2CCN(S(=O)(=O)c3ccc4c(c3)NC(=O)CO4)CC2)cc1 | -7% | -7% | -36 | -1% | -28% | .
23 | CCN1C(=O)[C@H]2[C@@H](c3ccc(-c4ccc(F)cc4)cc3)N[C@@](CC(C)C)(C(=O)OC)[C@H]2C1=O | ? | -13% | 3 | -4% | 94%[activator] | .
24 | COc1ccccc1N(C)S(=O)(=O)c1ccc(C(=O)Nc2ccc(C)cc2C)cc1 | ? | -2% | -33 | ? | -49% | .
25 | CCOc1ccc(Br)cc1/C=N/O | 8.9µM* | -1% | 3 | 0% | . | 2%
26 | Cc1ccc(-n2cnc(N)c2C(=O)c2cccc([N+](=O)[O-])c2)cc1 | 11% | -9% | -37 | -4% | -13% | 0%
27 | COc1cccc(-n2c(=O)c3sc4ccccc4c3n(CC(=O)Nc3ccccc3OC)c2=O)c1 | . | 3% | 16 | 1% | . | .
28 | CCc1ccc(C2C(C(=O)Nc3ccccc3OC)=C(C)Nc3nc(SCc4ccccc4)nn32)cc1 (centres undefined) | . | 2% | 12 | 18% | . | .
29 | O=C(CNC(=O)c1ccco1)NCC(=O)OCc1ccccc1Br | 4% | -7% | 8 | -3% | -1% | 3%
30 | CCCCNC(=O)C1c2ccccc2C(=O)N(c2ccc(OC)cc2)C1c1ccc(OC)cc1 (centres undefined) | ? | 10% | -30 | 0% | 85%[activator] | 0%
31 | O=C(O)c1cccc(S(=O)(=O)Nc2cccc(S(=O)(=O)N3CCCCCC3)c2)c1 | -12% | -3% | ? | 0% | -23% | 26%
32 | Cc1ccc(-c2nn3c(C)nnc3c3ccccc23)cc1S(=O)(=O)NC(C)c1ccccc1 (centres undefined) | ? | -25% | 134 | -5% | 22% | -1%

# Shown with each value named: two of the compounds above
27. COc1cccc(-n2c(=O)c3sc4ccccc4c3n(CC(=O)Nc3ccccc3OC)c2=O)c1
  HCV inhibitor = .
  Sm TGR block = 3%
  HCMV antiviral = 16
  AmpC detergent = 1%
  AmpC no deterg = .
  Giardia FBPA inh = .
28. CCc1ccc(C2C(C(=O)Nc3ccccc3OC)=C(C)Nc3nc(SCc4ccccc4)nn32)cc1 (centres undefined)
  HCV inhibitor = .
  Sm TGR block = 2%
  HCMV antiviral = 12
  AmpC detergent = 18%
  AmpC no deterg = .
  Giardia FBPA inh = .

# Next section.
item | SMILES | HCV inhibitor | Sm TGR block | HCMV antiviral | AmpC detergent | AmpC no deterg | Giardia FBPA inh
33 | CCOC(=O)c1oc2ccc(S(=O)(=O)N3CCOCC3)cc2c1C | 4% | 4% | -6 | -13% | -4% | 2%
34 | CC(NC(=O)c1ccccc1F)c1nnc(SCc2nc3ccccc3c(=O)[nH]2)n1C (centres undefined) | 7% | 2% | -34 | -8% | -2% | 1%
35 | O=C(CNCc1ccc(Cl)cc1)Nc1ccc(C(=O)N2CCCCC2)cc1 | 12% | 4% | -35 | 6% | 82%[activator] | ?
36 | COc1cc(C(=O)NC(CCSC)C(=O)OCc2cc([N+](=O)[O-])cc3c2OCOC3)cc(OC)c1OC (centres undefined) | -8% | 9% | -25 | 4% | 14% | 3%
37 | COc1cc(/C=C2/C(=N)N3N=C(CC(=O)N4CCOCC4)SC3=NC2=O)ccc1OC(C)c1ccccc1 (centres undefined) | 18% | -11% | -22 | ? | 78%[activator] | 11%
38 | Cc1[nH]c2ccccc2c1C(=O)COC(=O)c1cccc(S(=O)(=O)N2CCCCC2)c1 | ? | -2% | -78* | -13% | -23% | -5%
39 | C/C(=N/NC(=O)C1CCN(S(=O)(=O)c2ccc(C)cc2)CC1)c1cccc([N+](=O)[O-])c1 | ? | 6% | 24 | 4% | -25% | 0%
40 | Clc1ccccc1OCc1nnc2n1CCCCC2 | 10% | 8% | -34 | -14% | 3% | 0%
41 | Cc1ccccc1C(=O)NC(C)C1CC2CCC1C2 (centres undefined) | -19% | 7% | -32 | 4% | -4% | .
42 | CCOC(=O)Cc1nc2ccccc2[nH]1 | -8% | 3% | 84 | -12% | -15% | 0%
43 | CC(=O)c1cccc(Nc2nc(-c3sc(N)nc3C)cs2)c1 | ? | -31% | 20 | -6% | -31% | ?
44 | COc1cc(C2C(C(=O)c3ccc(C)o3)=C(O)C(=O)N2c2cc(C)on2)ccc1O (centres undefined) | 20% | -11% | -21 | -14% | -16% | 9%
45 | C#CCOc1ccc(C2C(C(=O)OC)=C(C)NC3=C2C(=O)c2ccccc23)cc1OCC (centres undefined) | . | -25% | ? | 4% | . | .
46 | C=C[C@]1(C)C[C@@H](OC(=O)CSCCN(CC)CC)[C@]2(C)C(C)CC[C@]3(CCC(=O)[C@H]32)[C@@H](C)[C@@H]1O (some centres undefined) | ? | 0%&-1% | 114&-33 | ? | 75%&47%[activator] | .
47 | Cn1c(NCc2ccccc2F)nc2ccccc21 | . | 1% | 96 | 6% | . | .
48 | COC(=O)c1ccc(C(=O)N2CCCC(N3CCN(c4ccc(F)cc4)CC3)C2)nc1 (centres undefined) | -8% | -24% | 25 | -1% | 48% | 3%
49 | CC(C)Cc1nc(Cl)c(C#N)c2c1CCCC2 | -11% | -7% | -75* | -5% | -20% | 5%
50 | O=[N+]([O-])c1cccc(Nc2nc(Cl)nc(Cl)n2)c1 | -3% | -1% | -30 | -9% | -27% | -22%
51 | CCCCN1C(=O)NC(=O)C2(Cc3c(nc4c(C)cccn4c3=O)N3CCc4ccccc4C32)C1=O (centres undefined) | ? | ? | -12 | ? | -33% | -7%
52 | CC1=CCC2C(=O)N(c3cccc(C(=O)NCc4ccccc4)c3)C(=O)C2C1 (centres undefined) | -4% | -24% | -21 | 1% | -4% | 2%
53 | CCNC(=O)CP(=O)(c1ccccc1)c1ccccc1 | -5% | -1% | -23 | -13% | -6% | 15%
54 | Cc1ccc(NC(=O)Cn2cc(C(=O)c3ccco3)c3ccccc32)cc1C | . | 4% | -33 | 28% | . | .
55 | Cc1ccc(NS(=O)(=O)c2cccc(C(=O)NCCCN3CCCC3=O)c2)cc1 | -2%[8.37 µM] | 0% | -101* | ? | -5% | .

# Structures from the list above with a Cl atom (11):
item | SMILES | HCV inhibitor | Sm TGR block | HCMV antiviral | AmpC detergent | AmpC no deterg | Giardia FBPA inh
6 | O=C(Nc1ccc(Cl)c(S(=O)(=O)N2CCCC2)c1)c1cc(=O)[nH]c2ccccc12 | ? | . | 0 | . | -22% | .
7 | O=C(Nc1cccc(Cl)c1)c1ccccc1 | 7% | -1% | 81 | -9% | -12% | .
8 | COC(=O)C(CCSC)NS(=O)(=O)c1ccc(Cl)cc1 (centres undefined) | 12% | 3% | -22 | 4% | -16% | 7%
9 | O=C(NCc1ccc(Cl)cc1)C1CCC(CNc2c(N3CCCCC3)c(=O)c2=O)CC1 (centres undefined) | 3% | -3% | 24 | ? | -9% | 4%
11 | COc1ccc(Cl)cc1NC(=O)CN(C)C(=O)c1cc2c(s1)CCCC2 | ? | 1% | -21 | -8% | 10% | .
12 | O=C(Nc1cc(-c2ccccc2)[nH]n1)c1ccc(Cl)cc1 | ? | 1%&3% | 34 | 0%&3% | 7.1µM*! | -1%&0%
14 | COC(=O)c1c(N)n(-c2cc(Cl)cc(Cl)c2)c2nc3ccccc3nc12 | . | -11% | -7 | 2% | . | .
35 | O=C(CNCc1ccc(Cl)cc1)Nc1ccc(C(=O)N2CCCCC2)cc1 | 12% | 4% | -35 | 6% | 82%[activator] | ?
40 | Clc1ccccc1OCc1nnc2n1CCCCC2 | 10% | 8% | -34 | -14% | 3% | 0%
49 | CC(C)Cc1nc(Cl)c(C#N)c2c1CCCC2 | -11% | -7% | -75* | -5% | -20% | 5%
50 | O=[N+]([O-])c1cccc(Nc2nc(Cl)nc(Cl)n2)c1 | -3% | -1% | -30 | -9% | -27% | -22%

# Rows were taken by chance. About 9.9% of those tested had a hit in this group.
